Fam108B inh = mouse Fam108B serine hydrolase inhibitors, primary screen, counter-screen for RBBP9 inhibitor project, biochemical, fluorescence polarization | recombinant Fam108B, FP-Rh probe fluorescence polarization | 0.33% of 300,000 active | inhibition, % at 9.51 µM;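 active = inhibition above the screen mean inhibition plus 3 SD, computed separately per campaign, cut at about 18% in these data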;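 also: inhibitors lower polarization as less probe binds the enzyme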
Yeast superoxide = reduction of superoxide in aged yeast, primary screen, HTS. AID 2690, 2010. S. cerevisiae aged cells, superoxide DHE fluorescence; active compounds read low. 0.18% of 330,000 active. superoxide response (% of plate mean), % at 10 µM;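 active = superoxide response under a set limit, about three screen SD below normal, cut at about 65% in these data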;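 also: yeast aged for seven days with compound at 30 °C before DHE staining; 100% = average MFI of all compound-treated wells on the plate with controls excluded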
ZTA DNA inh = ZTA (EBV) inhibition in EBNA-1 counter-screen; P03206; ZTA-DNA binding, fluorescence polarization; inhibition, % at 11 µM; 0.15% of 320,000 active; AID 2234; in the data active = inhibition above about 33%
Target sequence (P03206 whole entry, looked up): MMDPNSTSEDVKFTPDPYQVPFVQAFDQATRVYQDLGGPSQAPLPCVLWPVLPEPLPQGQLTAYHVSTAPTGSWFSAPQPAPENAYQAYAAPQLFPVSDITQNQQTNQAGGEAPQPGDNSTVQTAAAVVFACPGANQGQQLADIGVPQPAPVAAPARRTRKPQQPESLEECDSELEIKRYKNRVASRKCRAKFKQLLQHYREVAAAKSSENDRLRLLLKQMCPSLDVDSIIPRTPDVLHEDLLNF
Efflux pump mplx = inhibitors of Candida efflux pumps in yeast, primary screen, S. cerevisiae, Nile Red, multiplex; S. cerevisiae Candida pump triplex; inhibition, % at 10 µM; 0.44% of 330,000 active; AID 485275, 2010;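 active = plate passing quality check with inhibition over a set limit, or well fluorescence over plate mean plus 4 SD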;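 also: Nile Red retained in pooled yeast measured as flow cytometry median fluorescence; 0% = buffer negative control and 100% = Enniatin B positive control; higher means more Nile Red kept so more efflux inhibition; some compounds called inactive have numbers as strong as hits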
GLD-1 TGE inh = GLD-1/TGE RNA complex disruptors, primary screen, biochemical, fluorescence polarization; purified GLD-1 + fluorescein TGE RNA; AID 2280, 2010; Female germline-specific tumor suppressor gld-1 (Caenorhabditis elegans), Q17339; inhibition, % at 5.96 µM; 0.44% of 320,000 active;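 active = percent inhibition above a per-plate cutoff, the plate mean of test compounds plus 3 SD, cut at about 30% in these data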;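 also: 0% = DMSO wells with GLD-1 and probe and 100% = wells lacking GLD-1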
MEX-5 binding = MEX-5 zinc finger RNA-binding disruptors – biochemical, C. elegans, fluorescence polarization, MLPCN library, primary screen; Zinc finger protein mex-5 (Caenorhabditis elegans), Q9XUB2; MEX-5/FITC-TCR2 RNA binding; active compounds read low; activity score (negative = inhibition of binding), % at 10 µM; 0.38% of 300,000 active; AID 1832, 2009;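 active = inhibition past about -25% in most replicates, and total fluorescence under double the plate's negative control median, limit read from the data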;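 also: 0% = DMSO and -100% = 5 µM competing unlabeled TCR2 RNA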
Target sequence (Q9XUB2 whole entry, looked up): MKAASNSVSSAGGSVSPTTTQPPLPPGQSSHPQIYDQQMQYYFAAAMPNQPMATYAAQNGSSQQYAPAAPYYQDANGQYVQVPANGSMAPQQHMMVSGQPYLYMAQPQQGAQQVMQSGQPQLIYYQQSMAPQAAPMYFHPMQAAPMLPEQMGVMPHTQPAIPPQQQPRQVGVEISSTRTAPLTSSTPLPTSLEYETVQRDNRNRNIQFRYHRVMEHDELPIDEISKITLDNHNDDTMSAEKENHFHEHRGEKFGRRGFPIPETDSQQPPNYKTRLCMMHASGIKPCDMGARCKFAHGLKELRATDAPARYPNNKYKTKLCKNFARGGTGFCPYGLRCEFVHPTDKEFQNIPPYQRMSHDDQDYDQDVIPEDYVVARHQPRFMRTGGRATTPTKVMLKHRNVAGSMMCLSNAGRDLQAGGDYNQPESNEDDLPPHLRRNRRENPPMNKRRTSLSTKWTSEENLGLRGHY
BCLXL inh = inhibitors of human Bcl-xL, primary screen, biochemical, fluorescence polarization, HTS | 0.7% of 320,000 active | inhibition, % at 10.9 µM | AID 2129, 2009 | Bcl-2-like protein 1 (Homo sapiens), Q07817 | GST-Bcl-xL / FITC-Bim BH3 peptide fluorescence polarization;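 active = inhibition above the mean of all tested compounds plus 3 SD, cutoff set per campaign, cut at about 30% in these data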;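 also: 0% = DMSO wells and 100% = unlabeled Bim-BH3 peptide competitor; inhibitors lower millipolarization by displacing the labeled peptide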
EBNA-1 inhibitor = EBNA-1 DNA-binding inhibitors, primary screen, biochemical, fluorescence polarization | 0.34% of 300,000 active | inhibition, % at 14.8 µM; in the data active = inhibition above about 28%
MCL1-BIM inh = inhibitors of MCL1 binding to BIM-BH3, primary screen, biochemical, fluorescence polarization. AID 2057, 2009. 0.68% of 320,000 active. GST-MCL1 / FITC-Bim-BH3 fluorescence polarization. inhibition, % at 10.9 µM;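 active = inhibition above the mean inhibition of all tested compounds plus 3 SD, set per campaign, cut at about 40% in these data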;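 also: 0% = DMSO wells and 100% = unlabeled Bim-BH3 peptide control; higher means more loss of mP so more displacement of Bim peptide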
Target sequence (Q07820 whole entry, looked up): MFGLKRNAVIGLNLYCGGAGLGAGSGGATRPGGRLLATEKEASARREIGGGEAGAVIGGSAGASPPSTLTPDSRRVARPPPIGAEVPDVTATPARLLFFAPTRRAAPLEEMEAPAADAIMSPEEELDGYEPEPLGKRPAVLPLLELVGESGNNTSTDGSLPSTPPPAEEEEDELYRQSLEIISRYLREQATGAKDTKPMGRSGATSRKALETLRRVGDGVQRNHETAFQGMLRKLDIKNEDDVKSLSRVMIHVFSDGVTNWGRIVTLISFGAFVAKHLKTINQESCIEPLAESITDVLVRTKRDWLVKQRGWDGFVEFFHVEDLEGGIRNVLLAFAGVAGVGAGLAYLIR
Numbers without * were called inactive; · = not tested or not shown.

Letter code – A = Fam108B inh; B = Yeast superoxide; C = ZTA DNA inh; D = Efflux pump mplx; E = GLD-1 TGE inh; F = MEX-5 binding; G = BCLXL inh; H = EBNA-1 inhibitor; I = MCL1-BIM inh
Molecule: O=C(N/N=C/c1cc(Cl)cc([N+](=O)[O-])c1O)c1ccccc1NS(=O)(=O)c1cccs1
  A = 8 | B = 120 | C = -4 | D = -0.1 | E = -3 | F = -47* | G = -2 | H = -9 | I = 9

Molecule: C/C(=N\NC(=O)COc1ccccc1[N+](=O)[O-])c1cccs1
  A = 3 | B = 105 | C = -18 | D = -0.1 | E = -1 | F = 1.0 | G = 6 | H = 0 | I = -1

Molecule: O=C(CSc1nc2ncc(Br)cc2[nH]1)c1cccc([N+](=O)[O-])c1
  A = -1 | B = 112 | C = -2 | D = 0.0 | E = 5 | F = 0.2 | G = -1 | H = 0 | I = -8

Molecule: Oc1c(Br)cc(Br)cc1/C=N/n1c(-c2ccccc2)n[nH]c1=S
  A = -2 | B = 97 | C = 1 | D = -0.2 | E = -3 | F = 4.2 | G = -18 | H = 2 | I = 0

Molecule: Cc1nc2c(sc(=S)n2Cc2ccco2)c(=O)n1CC(=O)Nc1ccc(F)cc1
  A = -13 | B = 97 | C = 15 | D = -0.3 | E = 4 | F = -1.4 | G = 1 | H = 16 | I = -1

Molecule: CCN(Cc1ccccc1)C(=O)CN1C(=O)COc2ccc(S(=O)(=O)NC3CCCC3)cc21
  A = 1 | B = 97 | C = 1 | D = -0.1 | E = -2 | F = -1.8 | G = 2 | H = 1 | I = 6

Molecule: Cc1c(CCCN)c2ccccc2n1Cc1ccccc1
  A = 2 | B = 95 | C = -28 | D = -0.1 | E = 3 | F = · | G = 1 | H = -15 | I = -1

Molecule: CCOC(=O)N1CCN(C(=S)Nc2ccc(C)cc2C)CC1
  A = -2 | B = 104 | C = -14 | D = 0.0 | E = -1 | F = 1.9 | G = 3 | H = 7 | I = 11

Molecule: COc1ccc(/C=N/OCC(=O)N2CCCC2)c(OC)c1
  A = -4 | B = 116 | C = -12 | D = 0.4 | E = -1 | F = 0.8 | G = -2 | H = -9 | I = -4

Molecule: Cc1ccc([N+](=O)[O-])c(OCCN2C(=O)NC(C)(C)C2=O)c1
  A = -2 | B = 92 | C = 6 | D = -0.1 | E = 6 | F = -0.3 | G = 4 | H = 0 | I = 1

Molecule: Cc1n[nH]c(=S)n1-c1ccc(Cl)cc1
  A = 7 | B = 89 | C = 5 | D = 0.0 | E = -1 | F = 4.7 | G = -12 | H = 6 | I = -6

Molecule: CC(C)(C)OC(=O)[C@H](Cc1ccccc1)NC(=O)c1nc[nH]c1C(=O)N1CCN(C(=O)OC(C)(C)C)CC1
  A = 1 | B = 102 | C = 3 | D = 0.1 | E = 0 | F = 0.9 | G = 1 | H = 7 | I = 11

Molecule: CCC(=NCCc1c(C)[nH]c2ccccc12)C1=C(O)CC(c2ccccc2)CC1=O (stereo not given)
  A = 5 | B = 82 | C = 1 | D = -0.1 | E = -2 | F = 2.7 | G = 5 | H = -8 | I = 7

Molecule: O=C(Nc1cc(C(F)(F)F)ccc1F)C1CCC1
  A = -5 | B = 101 | C = 4 | D = 0.0 | E = -1 | F = -2.2 | G = 4 | H = 0 | I = 3

Molecule: O=C(CNC(c1ccccc1)c1ccccc1)Nc1ccccc1Br
  A = 0 | B = 106 | C = 1 | D = -0.5 | E = 2 | F = 0.9 | G = 3 | H = -20 | I = 3

Molecule: CCN(CC)S(=O)(=O)c1ccc(NC=C(C#N)C#N)cc1
  A = 1 | B = 91 | C = -5 | D = -0.1 | E = 2 | F = -0.4 | G = 4 | H = -14 | I = 1

Molecule: O=C(c1cccc(S(=O)(=O)N2CCCC2)c1)c1nnc(-c2ccncc2)o1
  A = 3 | B = 90 | C = -11 | D = -0.1 | E = -8 | F = 0.3 | G = 6 | H = 0 | I = 4

Molecule: CCOC(=O)Cn1c(CN(Cc2ccccc2)Cc2ccccc2)nc2c1c(=O)n(C)c(=O)n2C
  A = 0 | B = 107 | C = 6 | D = 0.0 | E = 2 | F = -2.9 | G = 4 | H = 12 | I = -1

Molecule: Cc1cccc2cc(CN(Cc3ccccc3)C(=O)c3cccc(F)c3)c(Cl)nc12
  A = -7 | B = 112 | C = -1 | D = -0.1 | E = -3 | F = 1.3 | G = 7 | H = 6 | I = 7

Molecule: CCCCNC(=O)/C=C/c1ccc(S(=O)(=O)Nc2ccc(OC)cc2)cc1
  A = 0 | B = 94 | C = -24 | D = -0.2 | E = 3 | F = -3.0 | G = 8 | H = -5 | I = 7

Next part:
Values run as follows: Fam108B inh, Yeast superoxide, ZTA DNA inh, Efflux pump mplx, GLD-1 TGE inh, MEX-5 binding, BCLXL inh, EBNA-1 inhibitor, MCL1-BIM inh
O=C(CNC(=O)c1cccs1)N=Nc1c(O)[nH]c2ccc(Br)cc12
 : 2, 87, 4, 0.3, 3, -1.0, 5, -9, 6
CCC(C)C(=O)Nc1cc([N+](=O)[O-])ccc1Cl (stereo not given)
 : 6, 107, -32, -1.0, -1, 2.4, 3, -9, 7
COc1cccc(N(C(=O)Cn2nnc(-c3ccc(C)o3)n2)C(C(=O)NC(C)(C)C)c2cccs2)c1 (stereo not given)
 : -3, 108, 6, 0.2, 2, -0.7, 2, -14, 1
CCC(=O)N1CCN(c2cc(C)ccc2C)CC1
 : 2, 95, -3, -0.1, -5, 0.9, 1, -18, -3
Cc1cccc(N2CCN(S(=O)(=O)c3ccc4c(c3)C(C)(C)C(=O)N4C)CC2C)c1 (stereo not given)
 : 1, 101, 9, 0.2, -8, 5.0, 2, -10, 0
CCn1c(CNC(=O)c2ccco2)nnc1SCC(=O)c1ccc(F)cc1
 : 0, 98, -5, 0.0, 3, 1.3, 4, -9, 3
O=S(=O)(Cc1ccccc1)N1CCN(Cc2ccc(F)cc2Cl)CC1
 : -8, 112, -4, 0.1, 0, -0.7, -3, 5, 8
O=C(Cn1ccnc1[N+](=O)[O-])NCc1ccccc1
 : 1, 92, 9, 0.0, 3, 2.8, 7, 3, -3
N#CC1=C(N)NC(=S)C(C(N)=O)C1c1ccc(Cl)cc1Cl (stereo not given)
 : -5, 78, 11, 0.0, 0, -2.0, 5, 0, 3
Cc1c(NC(=O)c2ccc(Cl)s2)c(=O)n(-c2ccccc2)n1C
 : 3, 96, 10, 3.0, 2, 2.2, -6, -3, -14
O=C(NCCCn1ccnc1)c1sc2cccc(F)c2c1Cl
 : 2, 96, 1, 0.9, 5, 1.1, 0, -9, 0
CN(Cc1ccc(OC(F)F)cc1)C(=O)c1ccc(S(=O)(=O)N(C)c2ccccc2)cc1
 : ·, 89, 13, 0.0, 10, ·, 4, ·, 4
O=C1CCCN1Cc1ncnn1-c1ccccc1
 : -1, 90, 16, 0.0, 11, 1.1, 3, 12, 2
CC(=O)NC(N(C#N)c1nc(Cl)nc(N(C)C)n1)C(Cl)(Cl)Cl (stereo not given)
 : -1, 103, -7, -0.1, 5, ·, 1, 5, -4
Cc1ccc(S(=O)(=O)N(C)C)cc1NC(=O)CCNC(=O)c1ccco1
 : -3, 97, -8, -0.2, 10, 0.4, -1, -12, -5
CCC(C)N(C(=O)COc1ccc(Br)cc1C=O)C1CCS(=O)(=O)C1 (stereo not given)
 : 0, 96, 8, 0.0, 7, -1.1, 1, 8, -1
CCN(CC(=O)Nc1c(F)cccc1F)C(=O)c1cc([N+](=O)[O-])ccc1N1CCOCC1
 : -1, 97, -6, -0.1, 0, -3.7, 2, 1, -8
O=c1c2nccnc2[nH]c(=S)n1Cc1ccccc1Cl
 : 2, 121, 20, 0.5, 1, 0.0, 5, 1, 5
Cn1c(-c2ccccc2)cnc1SCc1nc2ccccc2c(=O)[nH]1
 : -4, 106, -19, 0.1, 3, 2.2, -4, -9, -6
Cc1c(Cl)cccc1S(=O)(=O)Nc1ccnn1C
 : 4, 103, 6, 0.1, 16, -3.9, 3, -1, 6
Cc1nc2cc(C(F)(F)F)ccc2n1C
 : -3, 105, -7, -0.2, 0, 0.2, -2, -2, 0
OCCNCC(O)Cn1c2ccccc2c2ccccc21 (stereo not given)
 : 5, 117, 6, -0.1, -5, -0.2, 2, 1, -3
CCCCN(C)CCNC(=O)C(NC(=O)C1CCC(C)CC1)C(C)C (stereo not given)
 : 2, 93, 12, 0.0, 0, -0.9, 3, 5, -1
O=C(Nc1ccccc1F)Oc1cccc(OC(=O)Nc2ccccc2F)c1
 : -3, 101, 1, 0.3, 5, -8.2, 12, -25, 7
CCOP(=O)(OCC)C(NC(=O)Nc1ccc(C)cc1)C(N)=O (stereo not given)
 : -2, 99, -23, -0.1, 4, 3.2, 1, -4, 2
S=C(Nc1ccc(Br)cc1)Nc1ccc2c(c1)OCCO2
 : -1, 100, -13, -0.1, 8, -3.0, 1, -5, 6
COc1ccc(NC(=O)C2CC(=O)N(c3cc(C)ccc3C)C2)cc1 (stereo not given)
 : -3, 103, -20, 0.0, 1, -0.6, 7, -3, -4
CCOC(=O)c1c(NC(=O)CSc2nnc3c(Cl)cc(Cl)cn23)sc2c1CCC2
 : -1, 99, 15, -0.1, 2, -6.9, -2, 15, 0
CCOc1ccc(-n2ccnc(SCC(=O)Nc3cccc(OC)c3)c2=O)cc1
 : 2, 101, -4, 0.1, 1, -5.6, 3, -7, 12

Ten entries from above, ordered by count of non-hydrogen atoms, largest number first:
Values run as follows: Fam108B inh, Yeast superoxide, ZTA DNA inh, Efflux pump mplx, GLD-1 TGE inh, MEX-5 binding, BCLXL inh, EBNA-1 inhibitor, MCL1-BIM inh
CCN(CC(=O)Nc1c(F)cccc1F)C(=O)c1cc([N+](=O)[O-])ccc1N1CCOCC1
 : -1, 97, -6, -0.1, 0, -3.7, 2, 1, -8
CCOC(=O)c1c(NC(=O)CSc2nnc3c(Cl)cc(Cl)cn23)sc2c1CCC2
 : -1, 99, 15, -0.1, 2, -6.9, -2, 15, 0
O=C(Nc1ccccc1F)Oc1cccc(OC(=O)Nc2ccccc2F)c1
 : -3, 101, 1, 0.3, 5, -8.2, 12, -25, 7
Cc1ccc(S(=O)(=O)N(C)C)cc1NC(=O)CCNC(=O)c1ccco1
 : -3, 97, -8, -0.2, 10, 0.4, -1, -12, -5
Cn1c(-c2ccccc2)cnc1SCc1nc2ccccc2c(=O)[nH]1
 : -4, 106, -19, 0.1, 3, 2.2, -4, -9, -6
CCOP(=O)(OCC)C(NC(=O)Nc1ccc(C)cc1)C(N)=O (stereo not given)
 : -2, 99, -23, -0.1, 4, 3.2, 1, -4, 2
OCCNCC(O)Cn1c2ccccc2c2ccccc21 (stereo not given)
 : 5, 117, 6, -0.1, -5, -0.2, 2, 1, -3
O=c1c2nccnc2[nH]c(=S)n1Cc1ccccc1Cl
 : 2, 121, 20, 0.5, 1, 0.0, 5, 1, 5
Cc1c(Cl)cccc1S(=O)(=O)Nc1ccnn1C
 : 4, 103, 6, 0.1, 16, -3.9, 3, -1, 6
Cc1nc2cc(C(F)(F)F)ccc2n1C
 : -3, 105, -7, -0.2, 0, 0.2, -2, -2, 0
